Assay outcomes (PubChem)
IP6K1 inhibitor: inhibitors of human IP6K1; IP6K1 kinase, ADP-Glo luminescence, 2 h; active compounds read low; AID 1645851; Q92551; hit rate 0.81% among 140,000; activity change, % (series mostly up to about 58 µM); in the data active means activity change below about -25%
Target sequence (Q92551 whole entry, looked up): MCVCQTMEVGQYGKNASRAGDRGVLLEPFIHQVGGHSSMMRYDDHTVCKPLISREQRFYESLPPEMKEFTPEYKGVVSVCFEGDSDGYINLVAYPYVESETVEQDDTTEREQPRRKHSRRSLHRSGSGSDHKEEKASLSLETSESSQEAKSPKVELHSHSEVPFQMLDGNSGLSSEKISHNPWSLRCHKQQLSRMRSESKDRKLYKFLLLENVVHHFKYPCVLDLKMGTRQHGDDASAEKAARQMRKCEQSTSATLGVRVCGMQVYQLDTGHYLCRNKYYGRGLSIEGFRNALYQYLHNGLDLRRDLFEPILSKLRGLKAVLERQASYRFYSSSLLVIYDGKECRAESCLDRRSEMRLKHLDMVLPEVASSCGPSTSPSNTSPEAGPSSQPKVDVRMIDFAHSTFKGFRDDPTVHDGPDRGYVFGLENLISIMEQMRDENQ
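ADP-Glo luminescence measures ADP made by human IP6K1 during a 2 h RT reaction with ATP/IP6 (mix at 1.3 mM/130 uM); top library doses 57.5 and 19.1 uM final.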
NIH3T3 tox: kills NIH 3T3 cells; Potency, µM (doses to about 96.7 µM), for inactives: top-dose activity change, negative = cytotoxicity, most hits filed as inhibitors; NIH 3T3 viability, CellTiter-Glo ATP luminescence, 48-72 h; hit rate 4.3% among 94,000; AID 1345082; further: potency means the concentration at half of the fitted maximal effect; nearly all actives have a fitted effect of over 55% in size
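ATP-dependent luminescence (CellTiter-Glo) served as the viability signal for NIH 3T3 cells treated with compound for 48 or 72 hr at 37 °C.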
GPT2 inhibitor: blocks human glutamate pyruvate transaminase 2. Recombinant GPT2, coupled pyruvate oxidase/HRP Amplex Red fluorescence. Q8TD30. Potency, µM (series often up to 57.7 µM), without a hit: at the top dose activity change, negative = inhibition, most hits filed as inhibitors. hit rate 0.25% among 100,000; further: potency means the concentration at half of the fitted maximal effect; nearly all actives have a fitted effect of over 60% in size; many of its hits are not listed in these tables
Target sequence (Q8TD30 whole entry, looked up): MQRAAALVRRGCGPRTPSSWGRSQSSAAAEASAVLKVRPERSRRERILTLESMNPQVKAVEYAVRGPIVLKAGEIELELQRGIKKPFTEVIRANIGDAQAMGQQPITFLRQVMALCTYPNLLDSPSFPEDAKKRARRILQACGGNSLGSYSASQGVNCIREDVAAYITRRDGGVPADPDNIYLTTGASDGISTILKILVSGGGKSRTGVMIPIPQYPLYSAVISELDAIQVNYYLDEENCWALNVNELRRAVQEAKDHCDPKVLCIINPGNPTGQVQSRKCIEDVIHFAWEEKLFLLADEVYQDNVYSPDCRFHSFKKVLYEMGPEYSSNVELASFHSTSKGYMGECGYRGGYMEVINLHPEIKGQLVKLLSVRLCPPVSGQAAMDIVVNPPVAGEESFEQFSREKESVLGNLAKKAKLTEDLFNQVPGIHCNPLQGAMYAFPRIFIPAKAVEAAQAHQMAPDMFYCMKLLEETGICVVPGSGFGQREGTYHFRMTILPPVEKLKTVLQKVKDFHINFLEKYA
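Fluorescence of coupled pyruvate oxidase/HRP/Amplex Red system (50uM Amplex, 30 min, dark) reports pyruvate formed by GPT2. Enzyme reaction: 10ng/uL GPT2, 2mM L-alanine, 250uM a-KG, 30 min room temperature, pH 7.5; 50uM AOA control.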
SNCA viab count: reduces viability of HEK-293 SNCA reporter cells; AID 1671193; hit rate 0.12% among 150,000; HEK-293-SNCA-luc viability, GF-AFC fluorescence, 24 h; Potency, µM (top dose mostly 57.1 µM), without a hit: at the highest dose activity change, negative = cytotoxicity, most hits filed as cytotoxic;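 further: potency means the concentration at half of the fitted maximal effect; 0% = DMSO-treated cells and -100% = medium-only wells without cells; nearly all actives have a fitted effect of over 30% in size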
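HEK-293-SNCA-luc cells (1500/well) plated 24 h, then exposed 24 h to a dilution series; GF-AFC added 30 min at 37C, fluorescence 405/540 nm; normalised to medium-only and DMSO wells, Hill fit.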
HEK cytotox: HEK 293 cell cytotoxicity; AID 1345083; Potency, µM (titrated, usually from 115 µM), for the others: top-dose activity change, negative = cytotoxicity, most hits filed as inhibitors; HEK 293 viability, ATP luminescence (CellTiter-Glo), 48-72 h; hit rate 6.6% among 94,000; further: potency means the concentration at half of the fitted maximal effect; nearly all actives have a fitted effect of over 60% in size
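Luminescence from cellular ATP, measured with CellTiter-Glo, indicates HEK 293 viability. Cells plated at 250 cells/well are treated with compound for 48 or 72 hr at 37 degree Celsius before reagent addition.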
SNCA expr inhib: SNCA gene expression inhibition; HEK-293 SNCA-luciferase knock-in, luminescence, 24 h; Potency, µM (highest dose often 57.2 µM), for inactives: top-dose activity change, negative = inhibition, usual class: inhibitors; hit rate 0.17% among 140,000; AID 1671194;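 further: potency means the concentration at half of the fitted maximal effect; plate controls were DMSO cells for no effect and cell-free wells for full effect; nearly all actives have a fitted effect of over 45% in size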
Luciferase inh: Photinus pyralis luciferase inhibition; P08659; Potency, µM (titrated, usually from 115 µM), without a hit: at the top dose activity change, negative = inhibition, hits mostly inhibitors; hit rate 2.5% among 76,000; AID 1347043; purified P. pyralis luciferase, luminescence, biochemical; further: potency means the concentration at half of the fitted maximal effect; nearly all actives have a fitted effect of over 65% in size
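Luminescence read by CCD imager after adding enzyme (10nM final) to wells holding compound, titrated in qHTS. Substrates 10uM each D-luciferin and ATP; buffer 50mM Tris acetate pH 7.5, 10mM Mg acetate, Tween-20, BSA.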
Active calls of the source: *; i = inactive; ? = inconclusive; . = no result given; [ ] = dose if it differs, or a comment. Unless noted, the call rests on the fitted dose curve; in most records, active means well fitted curve in the direction sought with a large enough effect; inconclusive means small, poorly fitted or top-dose-only effect, or another doubt; inactive means no such curve, though single readings can be large; an effect the other way counts as inactive or inconclusive. Unless noted, on the % scale 0 is the no-effect control and ±100 the full control effect. Only part of the results is shown; count on the stated rates, not on these rows.

Codes – A = IP6K1 inhibitor; B = NIH3T3 tox; C = GPT2 inhibitor; D = SNCA viab count; E = HEK cytotox; F = SNCA expr inhib; G = Luciferase inh
O=C(NCCc1ccccc1F)c1ccc2oc(-c3ccnc(Cl)c3)nc2c1
  A: 3.9; B: -21.6%; C: i; D: -5.1%; E: -5.9%; F: 6.0%; G: .

O=C(Nc1ccc2nc(SCC(=O)N3CCOCC3)sc2c1)c1ccc(F)cc1
  A: 6.4; B: .; C: .; D: -10.1%; E: .; F: 29.6%; G: .

COc1ccc(NC(=O)CSc2nc(-c3ccc(F)cc3)[nH]c2-c2ccc(C)cc2)cc1OC
  A: -12.6; B: .; C: .; D: ?; E: .; F: ?; G: .

C[C@]1(O)CCN(C(=O)c2cnn3cc(CCO)cnc23)C[C@@H]1O
  A: 0.5; B: -3.8%; C: -2.1%; D: -4.6%; E: -0.5%; F: 9.4%; G: 6.2%

O=C1CCN(C(=O)Cc2ccccc2)CCCOCCN1
  A: -0.4; B: -12.2%; C: i; D: -3.6%; E: i; F: -22.4%; G: 2.6%

C=C1C(=O)O[C@@H]2[C@H]1[C@H](O)C[C@]1(C)[C@@H](O)CC=C(C)[C@@H]21
  A: 13.7; B: .; C: 2.2%; D: -37.6%; E: .; F: .; G: .

CCOc1ccccc1NC(=O)N1CCCCCCNC(=O)CC1
  A: -14.8; B: -14.0%; C: 3.3%; D: 6.7%; E: -31.9%; F: 9.5%; G: -11.3%

COC(=O)c1[nH]c(=O)c2ccccc2c1-c1ccc[nH]1
  A: 10.7; B: .; C: i; D: -12.0%; E: .; F: .; G: .

O=C(NCc1ccccc1)NC1CCc2nn(CC3CC3)c(=O)n2CC1 (configuration not stated)
  A: -2.5; B: i; C: i; D: -22.6%; E: 2.7%; F: -24.9%; G: -2.7%

Clc1ccc2nc(-c3ccc(Br)o3)c(Nc3ccc4c(c3)OCCO4)n2c1
  A: -3.7; B: .; C: .; D: -12.1%; E: .; F: 0.6%; G: .

O=C1NC2(CCNCC2)C(=O)N1CCCc1cccnc1
  A: -6.3; B: -1.9%; C: 4.8%; D: 9.7%; E: i; F: 4.0%; G: 0.0%

NCCN1C(=O)CO[C@H](c2ccc(NS(=O)(=O)c3ccccc3)cc2)[C@H]1CO
  A: 8.1; B: -11.4%[174 µM]; C: -37.8%[88.5 µM]; D: 0.9%[87.6 µM]; E: -18.2%[172 µM]; F: -20.9%[87.6 µM]; G: -3.5%[172 µM]

CCC(=O)N1CCC(n2c(C)cnc2-c2ccccc2)CC1
  A: -4.2; B: 4.4%; C: i; D: 2.5%; E: -2.3%; F: -13.8%; G: 5.5%

CCN(c1ncnc2c1cnn2-c1cc(Cl)ccc1C)C1CCCCC1
  A: 25.8; B: .; C: .; D: 0.4%; E: .; F: 20.2%; G: .

CCc1cccc(NC(=O)N2C[C@@H](F)C[C@H]2C(=O)N2CCCCC2)c1
  A: 6.3; B: i; C: i; D: -5.7%; E: -0.4%; F: -14.1%; G: -8.4%

A stretch taken from the entries so far, as a working copy:
Codes – A = IP6K1 inhibitor; B = NIH3T3 tox; C = GPT2 inhibitor; D = SNCA viab count; E = HEK cytotox; F = SNCA expr inhib; G = Luciferase inh
CCOc1ccccc1NC(=O)N1CCCCCCNC(=O)CC1
  A: -14.8; B: -14.0%; C: 3.3%; D: 6.7%; E: -31.9%; F: 9.5%; G: -11.3%

COC(=O)c1[nH]c(=O)c2ccccc2c1-c1ccc[nH]1
  A: 10.7; B: .; C: i; D: -12.0%; E: .; F: .; G: .

O=C(NCc1ccccc1)NC1CCc2nn(CC3CC3)c(=O)n2CC1 (configuration not stated)
  A: -2.5; B: i; C: i; D: -22.6%; E: 2.7%; F: -24.9%; G: -2.7%

Clc1ccc2nc(-c3ccc(Br)o3)c(Nc3ccc4c(c3)OCCO4)n2c1
  A: -3.7; B: .; C: .; D: -12.1%; E: .; F: 0.6%; G: .

O=C1NC2(CCNCC2)C(=O)N1CCCc1cccnc1
  A: -6.3; B: -1.9%; C: 4.8%; D: 9.7%; E: i; F: 4.0%; G: 0.0%

NCCN1C(=O)CO[C@H](c2ccc(NS(=O)(=O)c3ccccc3)cc2)[C@H]1CO
  A: 8.1; B: -11.4%[174 µM]; C: -37.8%[88.5 µM]; D: 0.9%[87.6 µM]; E: -18.2%[172 µM]; F: -20.9%[87.6 µM]; G: -3.5%[172 µM]

CCC(=O)N1CCC(n2c(C)cnc2-c2ccccc2)CC1
  A: -4.2; B: 4.4%; C: i; D: 2.5%; E: -2.3%; F: -13.8%; G: 5.5%

CCN(c1ncnc2c1cnn2-c1cc(Cl)ccc1C)C1CCCCC1
  A: 25.8; B: .; C: .; D: 0.4%; E: .; F: 20.2%; G: .

CCc1cccc(NC(=O)N2C[C@@H](F)C[C@H]2C(=O)N2CCCCC2)c1
  A: 6.3; B: i; C: i; D: -5.7%; E: -0.4%; F: -14.1%; G: -8.4%

More entries
Codes – A = IP6K1 inhibitor; B = NIH3T3 tox; C = GPT2 inhibitor; D = SNCA viab count; E = HEK cytotox; F = SNCA expr inhib; G = Luciferase inh
COc1ccc(CCC(=O)Nc2ccc3c(N4CCOCC4)ncnc3c2)cc1
  A: 4.6; B: ?; C: i; D: -3.2%; E: ?; F: 13.8%; G: -6.4%

O=c1[nH]c(-c2ccccc2)nc2c1CCN(S(=O)(=O)c1ccc3c(c1)CCC3)C2
  A: 25.5; B: -2.1%; C: -11.2%; D: 1.6%; E: 7.4%; F: -11.6%; G: -0.4%

O=C(C1CC1)N(C1CCOCC1)C1CCN(S(=O)(=O)c2ccccc2)CC1
  A: -0.5; B: -15.4%; C: i; D: 15.9%; E: -1.0%; F: 15.9%; G: 4.4%

CCOc1ccccc1N1CC(c2nc3ccccc3n2Cc2c(C)cc(C)cc2C)CC1=O (configuration not stated)
  A: -6.8; B: .; C: .; D: ?; E: .; F: 42.3%[activator]; G: .

O=C(c1ccc(Cl)nc1)N1CCC2(CC1)Cc1ccccc1NC2=O
  A: -4.5; B: -21.1%; C: 3.3%; D: -8.8%; E: ?; F: -5.2%; G: -5.5%

Cc1noc(-c2cn(C3CCN(C(=O)c4cccs4)CC3)nn2)n1
  A: 6.9; B: -13.3%; C: -2.1%; D: -2.4%; E: 6.2%; F: -7.8%; G: -2.6%

O=C(N[C@H]1CCOC[C@H]1C1CCOCC1)c1ccc2c(c1)ncn2CCO
  A: 15.6; B: -6.5%; C: ?; D: -10.5%; E: -24.2%; F: -20.1%; G: 9.2%

O=S(=O)(Nc1ccc2nc(-c3cccc(Cl)c3)oc2c1)c1ccccc1
  A: -7.7; B: .; C: .; D: -0.6%; E: .; F: 76.0%[activator]; G: .

C=CCN(Cc1cnc(-c2cccc(C)c2)nc1)Cc1ccccn1
  A: 3.4; B: ?; C: -5.0%; D: 1.5%; E: ?; F: ?; G: ?

CC(=O)N[C@@H]1CN(C(=O)c2ccco2)C[C@H]1CO
  A: -3.3; B: -7.6%; C: -20.8%; D: 5.7%; E: i; F: -8.3%; G: -11.9%

O=c1c2oc3ccccc3c2ncn1Cc1ccc(Br)cc1
  A: 12.2; B: .; C: .; D: 6.6%; E: .; F: -7.4%; G: .

CSc1cccc(NC(=O)N[C@H]2CCN(C(=O)CC(C)(C)C)[C@@H]2C(=O)N[C@H](Cc2ccccc2)C(N)=O)c1
  A: -5.2; B: -18.0%; C: 3.8%; D: -2.1%; E: -5.0%; F: -15.6%; G: -4.2%

CCc1nc(-c2ccc(OC3CCN(C(=O)C4CC4)C3)cc2)no1 (configuration not stated)
  A: 8.3; B: ?; C: i; D: -4.8%; E: ?; F: -20.4%; G: 7.94µM*

Cc1oc(-c2ccc(C(=O)NCCN(C)C)cc2)nc1CS(=O)(=O)c1ccccc1
  A: 24.2; B: .; C: .; D: 0.7%; E: .; F: 4.7%; G: .

O=C(NCc1cccnc1Oc1ccc(F)cc1F)c1cc(C2CC2)[nH]n1
  A: 0.0; B: ?; C: 4.5%; D: -5.0%; E: 8.91µM*; F: 32.3%[activator]; G: -2.6%

O=C(NC[C@@H]1CCCO1)c1ncoc1C1CC1
  A: -4.2; B: i; C: i; D: -9.9%; E: i; F: 35.8%[activator]; G: -16.4%

CC(=O)c1c(C)nn(CC(=O)N2CCCC(c3cccc(C(=O)O)c3)C2)c1C (configuration not stated)
  A: 3.9; B: -1.6%; C: 1.5%[11.5 µM]; D: -7.6%; E: -14.1%; F: -5.9%; G: 0.9%

Cc1nnc(NC(=O)CSc2nccn2Cc2ccccc2)s1
  A: 4.7; B: .; C: .; D: -0.4%; E: .; F: -1.1%; G: .

CN1C(=O)C2(CCN(C(=O)CCN3CCCCCC3=O)CC2)c2ccccc21
  A: -14.8; B: i; C: i; D: -1.4%; E: -26.0%; F: -9.2%; G: 0.0%

CC(C)NC(=O)CCCN1C(=O)COc2ccc(C(=O)COc3ccccc3Cl)cc21
  A: -2.3; B: -28.0%; C: -14.4%; D: -11.6%; E: ?; F: 4.6%; G: -11.8%

COc1cc(N2C(=O)CSC23C(=O)N(C)c2ccccc23)cc(OC)c1OC (configuration not stated)
  A: 6.2; B: .; C: .; D: -0.9%; E: .; F: 2.1%; G: .

CCOc1ccc(C(=O)CSc2nnc3cc(C)c4ccccc4n23)cc1
  A: -0.5; B: .; C: .; D: -0.6%; E: .; F: 12.1%; G: .

CCOC(=O)COc1ccc(C)cc1C(=O)c1ccn2nc(-c3ccc(C)cc3)cc2n1
  A: 6.4; B: .; C: .; D: 8.1%; E: .; F: 0.4%; G: .

O[C@@H]1C[C@@H](c2nnc3n2CCN(Cc2ccccn2)C3)N(Cc2ccccc2)C1
  A: -2.7; B: i; C: 2.8%; D: 4.7%[12.5 µM]; E: i; F: ?; G: -0.7%

COCCC1(N(C)C)CCN(C(=O)c2ccccn2)CC1
  A: 2.4; B: i; C: -3.5%; D: 13.4%; E: i; F: 9.4%; G: .

COc1ccc(C(=O)N2CCC(N3C(=O)C4(CCCCC4)C3c3ccncc3)CC2)cn1 (configuration not stated)
  A: -8.8; B: -10.6%; C: i; D: -4.9%[12.5 µM]; E: -24.5%; F: ?; G: -2.2%

CC(C)CCN1CCC(N2CCN(C(=O)c3ccc(C(F)(F)F)cc3)CC2)C1=O (configuration not stated)
  A: 15.4; B: -20.9%; C: i; D: ?; E: -11.9%; F: 1.6%; G: -1.4%

O=C(NCc1ccccc1F)c1ccc2nc(-c3cccnc3Cl)oc2c1
  A: -1.5; B: ?; C: -9.2%[88.5 µM]; D: -4.9%[87.6 µM]; E: 100µM*; F: 21.4%[87.6 µM]; G: .

O=C(COc1ccccc1F)OCc1cc(=O)n2nc(-c3cccs3)sc2n1
  A: -1.3; B: .; C: .; D: -4.7%; E: .; F: 7.6%; G: .

O=C(c1ccccc1)N1CCN(c2cc(-c3ccc(Cl)cc3)[nH]n2)CC1
  A: -2.8; B: ?; C: i; D: 5.4%; E: ?; F: 10.1%; G: -3.2%

Cc1ccc(-c2cc(C(=O)Oc3ccc(C#N)cc3)no2)cc1C
  A: 13.2; B: .; C: .; D: 16.2%; E: .; F: 7.8%; G: .
